Assay outcomes: PubChem BioAssay, National Center for Advancing Translational Sciences (NCATS)
Vif-A3F inh – qHTS for Inhibitors of Vif-A3F Interactions: qHTS. HeLa A3F-eYFP + Vif (tagged APOBEC3F with the HIV-1 protein that degrades it), YFP fluorescence increase. Potency, µM (titrated, usually from 46.1 µM), for the others: at the top dose activity, negative = active. hit rate 0.2% among 390,000; further: potency means the concentration at half of the fitted maximal effect; % of control where 0% means no effect; nearly all actives have a fitted effect of over 65% in size
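HeLa cells stably expressing A3F-eYFP plus Vif, plated and incubated overnight at 37 deg C, then exposed to compounds overnight at 37 deg C. Blocked degradation read as raised yellow fluorescence (Ex 488/Em 500-530).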
D1 ag – Allosteric Agonists of the Human D1 Dopamine Receptor: qHTS | D(1A) dopamine receptor (Homo sapiens), P21728 | HEK293 T-REx D1 cells, calcium flux, agonist mode | activation, % at 2 µM | hit rate 1% among 360,000 | AID 504660, 2011; in the data active means activation above about 30%; further: 0% is about no effect
Target sequence (P21728 whole entry, looked up): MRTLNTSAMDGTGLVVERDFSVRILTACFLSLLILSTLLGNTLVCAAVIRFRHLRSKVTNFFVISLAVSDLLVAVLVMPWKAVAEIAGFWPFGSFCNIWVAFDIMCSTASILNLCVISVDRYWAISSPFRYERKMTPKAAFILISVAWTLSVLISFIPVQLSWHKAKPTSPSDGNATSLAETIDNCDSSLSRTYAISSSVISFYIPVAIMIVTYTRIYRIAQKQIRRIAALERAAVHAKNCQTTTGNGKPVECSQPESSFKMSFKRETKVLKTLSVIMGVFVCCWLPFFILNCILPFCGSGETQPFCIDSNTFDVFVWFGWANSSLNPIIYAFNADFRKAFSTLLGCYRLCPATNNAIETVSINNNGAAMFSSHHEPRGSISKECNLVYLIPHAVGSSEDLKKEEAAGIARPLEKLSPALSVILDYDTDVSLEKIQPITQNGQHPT
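Agonism was scored from calcium flux recorded over 180 s (1 read/s) after pintool compound addition, following a 10-cycle baseline. Cells were inducible force-coupled HEK293 TREx D1, plated overnight at 30 C and loaded with no-wash calcium dye.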
Glioma ERSR ind – qHTS for Inducers of the Endoplasmic Reticulum Stress Response (ERSR) in Human Glioma: qHTS. hit rate 0.02% among 420,000. U87-MG GRP78 promoter luciferase reporter, 16 h. Potency, µM, for inactives: top-dose activation, hits mostly activators. AID 602332, 2012; further: potency means the concentration at half of the fitted maximal effect; series mostly up to about 76 µM; % of control where 0% means no effect; nearly all actives have a fitted effect of over 35% in size
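ERSR induction read as luciferase luminescence (Bright-Glo, 10 min at room temperature) in stably transfected human U87-MG glioma cells exposed to compounds for 16 h, using GRP78 as sensor.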
D1 antag – Antagonist of Human D 1 Dopamine Receptor: qHTS. hit rate 3.2% among 360,000. activity change, negative = inhibition, % at 10 µM. HEK293 TREx D1 cells, calcium flux, dopamine EC80; stronger effect = lower value. D(1A) dopamine receptor (Homo sapiens), P21728. AID 504652, 2011; in the data active means activity change below about -30%; further: on the % scale 0 is the no-effect control and ±100 the full control effect
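Inducible Hek293 Trex D1 cells (tetracycline, overnight, 30 C). Calcium dye 30–90 min RT. Antagonist mode: EC80 dopamine added after 180 s compound read.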
Vif-A3G inh – qHTS for Inhibitors of Vif-A3G Interactions: qHTS | DNA dC->dU-editing enzyme APOBEC-3G (Homo sapiens), Q9HC16 | HeLa A3G-eYFP + Vif (tagged APOBEC3G with the HIV-1 protein that degrades it), YFP fluorescence, overnight | Potency, µM (top dose mostly 46.1 µM), without a hit: top-dose activity, negative = active, actives largely listed as inhibitors | hit rate 0.076% among 410,000 | AID 602310, 2012;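 further: potency means the concentration at half of the fitted maximal effect; on the % scale 0 is the no-effect control and ±100 the full control effect; nearly all actives have a fitted effect of over 60% in size; hits raise eYFP signal because A3G escapes Vif-driven loss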
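Read-out is eYFP fluorescence (Ex 488/Em 500-530) from Vif-expressing HeLa A3G-eYFP cells; more signal means A3G escaped Vif-mediated degradation. Cells plated overnight, compound pinned in, incubated overnight at 37 deg C.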
RXFP1 ag – qHTS Assay for Agonists of the Relaxin Receptor RXFP1; HEK293T-RXFP1 cAMP TR-FRET, 30 min; response scale: percent of porcine relaxin response, buffer zero; hit rate 0.3% among 370,000; Potency, µM (highest dose often 57.5 µM), without a hit: top-dose activation, usual class: activators; Relaxin receptor 1 (Homo sapiens), Q9HBX9; further: potency means the concentration at half of the fitted maximal effect; on the % scale 0 is the no-effect control and ±100 the full control effect; nearly all actives have a fitted effect of over 60% in size; many of its hits are not listed in these tables
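cAMP rise read by TR-FRET after 30 min, 37C compound exposure (up to 58 uM) in RXFP1-transfected HEK293 cells with Ro 20174 present. EC50 from Hill-equation fits, with 29 nM porcine relaxin as 100% and buffer as basal.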
D2 PAM – HTS Assay for Positive Allosteric Modulators of the Human D2 Dopamine Receptor: Primary Screen for Potentiators | hit rate 0.34% among 340,000 | AID 485347, 2010 | HEK293 T-REx D2, calcium flux, EC20 dopamine potentiation | potentiation, % at 10 µM;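 active means potentiation over 3 SD above the plate norm, cut at about 30% in these data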; further: 0% is about no effect
Target sequence (P14416 whole entry, looked up): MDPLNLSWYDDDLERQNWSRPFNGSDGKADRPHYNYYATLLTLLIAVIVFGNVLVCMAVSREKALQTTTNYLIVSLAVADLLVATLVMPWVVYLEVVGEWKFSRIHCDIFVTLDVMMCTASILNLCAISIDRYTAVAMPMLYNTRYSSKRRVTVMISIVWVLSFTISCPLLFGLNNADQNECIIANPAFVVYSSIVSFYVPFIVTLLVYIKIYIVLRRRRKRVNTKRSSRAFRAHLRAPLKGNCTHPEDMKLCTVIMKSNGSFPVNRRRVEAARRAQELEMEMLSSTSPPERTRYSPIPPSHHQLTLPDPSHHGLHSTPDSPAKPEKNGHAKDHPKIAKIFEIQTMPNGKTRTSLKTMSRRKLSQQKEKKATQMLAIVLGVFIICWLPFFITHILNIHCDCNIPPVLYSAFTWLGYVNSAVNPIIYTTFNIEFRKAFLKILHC
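Primary screen. Calcium kinetics in induced HEK293 T-REx D2 cells: compound pre-addition 180 s, EC20 dopamine, 180 s more.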
RXFP1 antag – qHTS Assay for Antagonists of the Relaxin Receptor RXFP1; Relaxin receptor 1 (Homo sapiens), Q9HBX9; HEK293-RXFP1, relaxin-stimulated cAMP HTRF, 30 min; stronger effect = lower value; activity change, negative = inhibition, % at 57.5 µM; hit rate 0.59% among 350,000;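 active means activity change of -60% or lower, but not beyond a set lower limit; inconclusive means change between -60% and -40%, or beyond the set limit; inactive means change above -40%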; further: on the % scale 0 is the no-effect control and ±100 the full control effect
D1 potentiator – Potentiators of Human D1 Dopamine Receptor: qHTS | D(1A) dopamine receptor (Homo sapiens), P21728 | HEK293 TREx D1 cells, calcium flux, dopamine EC20 potentiation | potentiation, % at 10 µM | hit rate 0.036% among 360,000 | AID 504651, 2011; in the data active means potentiation above about 30%; further: 0% is about no effect
An asterisk follows results filed as active; ? = inconclusive; · = not tested or not shown; & = joins results of further samples. Unless noted, the call rests on the fitted dose curve; in most records, active means well fitted curve in the direction sought with a large enough effect; inconclusive means small, poorly fitted or top-dose-only effect, or another doubt; inactive means no such curve, though single readings can be large; an effect the other way counts as inactive or inconclusive. Not all compounds are listed; count on the stated rates, not on these rows.

SMILES	Vif-A3F inh	D1 ag	Glioma ERSR ind	D1 antag	Vif-A3G inh	RXFP1 ag	D2 PAM	RXFP1 antag	D1 potentiator
CC(C)OC(=O)c1cccc(C(=O)O)n1	-1%	1	-5%	-4	1%	-0.7%	14	-10	-2
CN(N)C(=S)NCc1ccccc1	0%	1	0%	6	2%	-2.5%	-4	6	-1
CCOC(=O)C1(Cc2cccc(OC)c2)CCCN(C(=O)c2cc(C)oc2C)C1 (stereo not given)	0%	1	7%	4	4%	0.7%	-3	?	-1
O=C1CN(C(=O)c2ccco2)c2ccccc2N1	-4%	2	-9%	-1	3%	0.4%	6	9	-6
COc1cccc(C2Nc3ccccc3C(=O)N2Cc2ccccc2)c1 (stereo not given)	1%	·	-2%	·	-1%	·	·	3	·
Cc1ccccc1NC(=O)c1c(NC(=O)c2ccncc2)sc2c1CCC(C(C)(C)C)C2 (stereo not given)	1%	2	-3%	2	-2%	1.0%	11	-7	0
Cn1cccc1/C=N/NC(=O)CSc1nc2ccccc2n1C	4%	1	-2%	-2	-1%	0.9%	1	2	-3
COc1ccc(-c2noc(COc3ccc(C)cc3C)n2)cc1OC	5%	14	0%	3	3%	-0.7%	3	-19	0
Cc1cc(C(=O)N2CCCC(C(=O)c3cccc(C(F)(F)F)c3)C2)n[nH]1 (stereo not given)	-2%	13	3%	-20	-1%	-0.7%	6	7	-8
O=C(Nc1cc(S(=O)(=O)N2CCOCC2)ccc1N1CCCCC1)c1ccccc1	?	2	0%	-4	-2%	4.1%	-8	7	4
N#Cc1ccsc1NC(=O)CSc1nnnn1-c1ccc(O)cc1	1%	1	6%	-9	-15%	-0.9%	3	4	1
CCCC(C)c1nnc(NC(=O)COc2ccc3c(c2)OCO3)s1 (stereo not given)	-25%	7	0%	0	-18%	0.1%	·	-4	-4
CN1CCN(CC(=O)N2c3ccccc3C(C)(c3ccccc3)CC2(C)C)CC1 (stereo not given)	2%	5	0%	-4	1%	1.8%	-26	-12	-9
COc1ccc(NC(=O)CN(Cc2ccccc2)S(C)(=O)=O)c(OC)c1	-7%	1	2%	21	-1%	1.9%	17	-7	3
CCN(c1ccccc1)S(=O)(=O)c1ccc(Cl)c(C(=O)Nc2ccncc2)c1	5%	·	-2%	·	-9%	·	·	-8	·
COc1ccc(NC(=O)COC(=O)CCCOc2ccc(Cl)cc2Cl)cc1	5%	1	-11%	12	-3%	1.8%	-20	-16	0
CC(=O)NN1C(=O)c2ccccc2NC1c1ccoc1 (stereo not given)	0%	7	-4%	5	0%	4.3%	·	6	-1
CSC1=NCCN1C(=O)Cc1ccc(Cl)cc1	-1%	2	-2%	24	2%	0.9%	-6	·	·
COCCCNC(=S)N1CCN(C)CC1	0%	2	-2%	-11	0%	0.8%	-3	-14	-3
Cc1cccc(OCC(=O)NS(=O)(=O)c2ccc(Br)cc2)c1	3%	4	14%	1	-14%	-0.7%	6	2	-5
COc1ccc(-c2cc(C(F)(F)F)n3ncc(C(=O)NCc4ccco4)c3n2)cc1	1%	2	-4%	-10	-7%	3.8%	-6	-14	-2
COc1ccc(S(=O)(=O)N2CCOCC2)cc1NC(=O)CCNC(=O)c1ccc(Cl)cc1	-16%	3	-2%	-14	-7%	-0.8%	11	6	-5
Cc1ccc(N2CCN(C(=O)c3cn(C)c4ccc(S(=O)(=O)N5CCCC5)cc4c3=O)CC2C)cc1 (stereo not given)	7%	0	-2%	-82*	2%	8.2%	14	-7	3
N#CCSc1nnc(Cc2ccc3c(c2)OCO3)o1	·	3	1%	-3	-1%	0.5%	-6	-11	9
CC(=O)Nc1ccc(S(=O)(=O)NCCC(=O)OCC(=O)NC(C)c2ccc(Cl)cc2)cc1 (stereo not given)	-1%	·	-4%	·	1%	·	·	5	·
COc1cc(-c2nc3c4ccccc4nc(=S)n3[nH]2)cc(OC)c1OC	2%	3	-2%	-7	-11%	1.0%	-3	-2	-3
Cc1ccc(N(CC(=O)O)S(=O)(=O)c2cccc3nonc23)cc1	7%	3	-6%	-4	-7%	0.5%	8	-5	4
COC(=O)C(C#N)c1nc2ccccc2nc1N1CCN(Cc2ccc3c(c2)OCO3)CC1 (stereo not given)	·	1	·	-17	·	3.2%	-19	·	-2
Cc1ccc(OCCOC(=O)c2c(-c3ccccc3)noc2C)cc1	12%	4	-2%	-5	?	-2.5%	-5	-16	-3
CCOc1ccc(/C=N/NC(=O)c2nnn(-c3nonc3N)c2-c2ccc(OCC)cc2)cc1	13%	3	1%	31	0%	-0.5%	18	-5	17
CCCc1cc(N2CCCC(C(=O)Nc3ccc(OC)cc3OC)C2)n2ncnc2n1 (stereo not given)	-8%	0	-3%	47	2%	-1.0%	1	4	-2
COc1ccccc1COC(=O)C(NC(=O)c1ccc(C)cc1)C(C)C (stereo not given)	3%	4	-3%	-32*	-2%	0.8%	·	0	-7
CC(=O)Oc1cccc2c1C(=O)c1c(OC(C)=O)cc(C(=O)O)cc1C2=O	8%	0	-3%&0%	-10	2%	9.8%	5	-9	-3
COc1ccccc1NC(=O)CC(C)n1nc(C)cc1C (stereo not given)	0%	4	-2%	-1	-1%	0.5%	10	-14	3
CC1(C)CC(NC(=O)c2ccc3c(c2)OCO3)CC(C)(C)N1	2%	4	-5%	-3	-2%	-1.5%	5	-21	4
CCn1cc(S(=O)(=O)c2cc(C)cc(C)c2)c(=O)c2cc(F)c(N3CCCC3)cc21	1%	6	-3%	33	-2%	?	8	6	1
N#CC(c1ccc(Cl)nn1)c1c(F)cccc1Cl (stereo not given)	12%	3	1%	2	-7%	0.0%	-5	13	0
O=C(CSc1nnc(Cc2cccs2)n1-c1ccc(Cl)cc1)NCc1ccc2c(c1)OCO2	1%	4	0%	1	0%	-0.2%	14	-7	6
O=C(NCCCN1CCCC1)Nc1ccc(F)cc1	1%	3	1%	-14	1%	2.7%	-7	1	-6
N/C(=N\OC(=O)CC1CCCCC1)c1ccc([N+](=O)[O-])cc1	0%	3	5%	-9	-6%	0.6%	-8	9	-1
Cc1cccc(C(=O)OCC(=O)N2CCCC2=O)c1[N+](=O)[O-]	3%	1	-5%	14	3%	-0.1%	4	0	-7
Cc1nn(-c2ccc(Br)cc2)c(=O)c2ccccc12	-3%	7	0%	-5	-3%	-3.3%	3	-12	-12
Cc1nc2c(c(=O)n1CCC(C)C)c1nc3ccccc3nc1n2CC1CCCO1 (stereo not given)	20%	3	-3%	1	-3%	1.9%	4	-11	-2
CN(CCCC(=O)NCc1ccc2c(c1)OCO2)S(=O)(=O)c1ccc([N+](=O)[O-])cc1	-5%	7	-5%	-1	0%	-3.9%	-7	5	-1
COc1ccccc1-c1nc2c(c(SCc3ccc(F)cc3Cl)n1)Cc1c(CO)cnc(C)c1O2	1%	1	-5%	4	-2%	0.5%	-5	3	-1
Cc1ccc(S(=O)(=O)N(CC(=O)N2CCc3ccccc3C2)c2ccc(C)c(C)c2)cc1	-9%	1	-4%	0	2%	0.5%	6	-12	-1
CC(C)C(NC(=O)c1ccc(C(C)(C)C)cc1)C(=O)NCCc1ccccn1 (stereo not given)	5%	1	-1%	15	0%	-0.7%	3	0	0
Cc1nc2c(ncn2-c2ccccc2)c(=O)n1NC(=O)CN1CCN(C)CC1	9%	3	-3%	-15	3%	-1.1%	8	-13	4
C[C@H]1CN([C@@H](C)CO)C(=O)CCCn2nncc2CO[C@H]1CN(C)C(=O)Nc1ccc(N2CCCCC2)cc1	-3%	·	-4%	·	2%	·	·	-5	·
CCCCCCn1c(SCC(=O)Nc2cc(C)on2)nc2ccccc2c1=O	-4%	1	-3%	-22	2%	22%	8	-14	-6

(further entries)
SMILES	Vif-A3F inh	D1 ag	Glioma ERSR ind	D1 antag	Vif-A3G inh	RXFP1 ag	D2 PAM	RXFP1 antag	D1 potentiator
COC(=O)CCNC(=O)Cc1c(C)n(C(=O)c2ccc(Cl)cc2)c2ccc(OC)cc12	15%	3	-2%	1	0%	0.5%	11	3	-6
C[C@H](CO)N1C[C@H](C)[C@H](CN(C)Cc2cncnc2)Oc2cc(Br)ccc2S1(=O)=O	-5%	·	-4%	·	-9%	·	·	10	·
O=C(O)C1Cc2ccccc2CN1C(=O)c1ccccc1 (stereo not given)	-9%	0	-3%	2	-1%	-1.8%	-4	-15	-4
Cc1cccc(-n2c(O)c(C=Nc3ccc(O)cc3)c3ccccc3c2=O)n1	1%	3	-1%	-14	0%	3.4%	-2	·	-4
CCc1ccccc1NC(=O)C1CCN(C2=NS(=O)(=O)C(c3ccc(C)c(C)c3)=C2C)CC1	·	5	·	7	·	?	2	-17	-7
Cc1c(C(=O)O)oc2c1C(O)CC(C)(C)C2 (stereo not given)	-11%&-11%	-1&2	-2%&-4%	-7&-2	3%&-4%	0.1%&0.9%	-11&-1	7&0	-7&-10
Cc1cccn2cc(CNS(=O)(=O)c3ccc4ccccc4c3)nc12	-5%	14	-4%	-5	0%	-0.8%	7	-4	-1
Cc1ccc(C)c(/C(O)=C2\C(=O)C(=O)N(CCCn3ccnc3)C2c2ccncc2)c1 (stereo not given)	-1%	10	-4%	16	2%	-1.0%	1	6	-9

Quoted from the listing:
Cc1c(C(=O)O)oc2c1C(O)CC(C)(C)C2 (stereo not given) in RXFP1 ag → 0.1%&0.9%
Cc1cccc(-n2c(O)c(C=Nc3ccc(O)cc3)c3ccccc3c2=O)n1 in D1 potentiator → -4
